DENV2 CPE rescue: inhibitors of DENV2 cytopathic effect; DENV2-infected cells, cytopathic effect rescue, plate reader; actives 1.7% (n = 350,000); AID 651640; CPE inhibition, % at 9.99 µM; in the data active means CPE inhibition above about 20%, passing the limit was not always enough; inconclusive means no clear call, values can overlap the other calls; tested in BHK-21 cells;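 further: 0% = median of neutral control wells and 100% = median of positive control wells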
Casp6 inh: caspase-6 (human) enzyme inhibition; inhibition, % at 12.5 µM; AID 686996; P55212; purified caspase-6, Z-VEID-R110 cleavage fluorescence; actives 0.53% (n = 350,000);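 active means mean inhibition across replicates at least about 35%, with every replicate also reaching that limit, limit read from the data; inconclusive means only one of the two criteria met; inactive means neither criterion met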;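 further: 0% = median of neutral control wells and 100% = no fluorescence left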
Target sequence (P55212 24-179 limits assumed): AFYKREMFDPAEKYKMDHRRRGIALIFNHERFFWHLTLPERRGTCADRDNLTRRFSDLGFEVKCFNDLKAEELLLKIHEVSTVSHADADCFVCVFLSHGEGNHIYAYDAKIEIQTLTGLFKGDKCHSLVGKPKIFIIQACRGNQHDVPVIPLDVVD
Target sequence (P55212 194-293 limits assumed): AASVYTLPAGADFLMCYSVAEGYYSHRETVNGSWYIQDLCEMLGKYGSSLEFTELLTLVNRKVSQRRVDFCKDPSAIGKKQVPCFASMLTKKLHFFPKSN
CFTR F508del cor: correctors of CFTR F508del function in bronchial epithelial cells; CFBE cells, YFP halide quenching; stimulated with forskolin plus potentiator P3; % fluorescence drop versus neutral controls; activity (quench increase), % at 7.58 µM; actives 0.36% (n = 350,000);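 active means mean added fluorescence quench of at least 8% versus neutral control, with both replicates also reaching 8%; inconclusive means only one of the mean or replicate conditions met; inactive means mean below 8% and not both replicates reaching 8%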;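 further: cells transiently co-express mutant CFTR-F508del with the halide-sensitive YFP; corrector assay measuring rescue of mutant channel to the surface after 24 h compound exposure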
ERAP1 inh: blocks human ERAP1 aminopeptidase activity. Q9NZ08. recombinant ERAP1, Leu-AMC fluorescence, 60 min. inhibition, % at 10.7 µM. actives 0.15% (n = 340,000). AID 652197;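 active means mean replicate inhibition of at least 30%, or all replicates individually reaching that 30% level; inactive means mean below 30% and not every replicate reaching it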;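 further: 0% = neutral control wells and 100% = L-leucinethiol positive control wells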
miR122 inh: inhibitors of miR-122 in Huh7 cells; actives 0.3% (n = 340,000); Huh7 miR-122 Renilla luciferase sensor, 48 h; neutral wells = 0, positive control = 100; activation (reporter increase), % at 12.5 µM; AID 602342;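 active means mean replicate activation score at least 90 and every replicate individually at or above 90; inconclusive means only one of the two criteria met; inactive means neither criterion met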;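 further: higher luciferase means less miR-122 activity so hits act as miR-122 inhibitors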
SIRT5 inh: sirtuin-5 (human) deacylase inhibition | Purified SirT5, succinyl-peptide AMC, trypsin-coupled fluorescence | inhibition, % at 15 µM | actives 1.1% (n = 330,000); in the data active means inhibition above about 15%; inconclusive means no clear call, values can overlap the other calls
Target sequence (Q9NXA8 whole entry, looked up): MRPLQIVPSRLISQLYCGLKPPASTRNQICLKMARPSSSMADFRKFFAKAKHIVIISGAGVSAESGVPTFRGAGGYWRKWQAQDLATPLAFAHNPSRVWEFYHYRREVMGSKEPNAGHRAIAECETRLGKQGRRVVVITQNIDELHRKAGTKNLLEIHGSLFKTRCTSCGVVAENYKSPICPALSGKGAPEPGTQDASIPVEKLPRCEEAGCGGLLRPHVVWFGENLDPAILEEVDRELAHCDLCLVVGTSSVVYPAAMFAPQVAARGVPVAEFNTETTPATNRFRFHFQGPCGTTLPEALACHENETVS
ERp5 block: ERp5 (human) disulfide isomerase inhibition. Q15084. ERp5 insulin aggregation, absorbance 650 nm, 90 min. inhibition, % at 9.99 µM. actives 0.05% (n = 350,000);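 active means mean replicate inhibition above about 25%, with every replicate also reaching it, limit read from the data, passing the limit was not always enough; inconclusive means only one of those two criteria met; inactive means neither criterion met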
Target sequence (Q15084 whole entry, looked up): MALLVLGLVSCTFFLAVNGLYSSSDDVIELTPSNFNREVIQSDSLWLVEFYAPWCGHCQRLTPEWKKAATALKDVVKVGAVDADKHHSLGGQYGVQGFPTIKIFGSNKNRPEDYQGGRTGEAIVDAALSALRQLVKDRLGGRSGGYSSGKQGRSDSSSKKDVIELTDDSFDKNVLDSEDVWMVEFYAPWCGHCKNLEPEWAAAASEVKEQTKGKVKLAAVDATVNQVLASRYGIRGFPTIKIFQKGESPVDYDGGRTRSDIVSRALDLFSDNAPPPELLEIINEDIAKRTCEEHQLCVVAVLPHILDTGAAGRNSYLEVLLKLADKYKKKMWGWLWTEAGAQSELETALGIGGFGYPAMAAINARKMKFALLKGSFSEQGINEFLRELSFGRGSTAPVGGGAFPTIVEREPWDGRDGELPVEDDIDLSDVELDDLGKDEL
An asterisk follows results filed as active; ? = inconclusive; / = not tested or not shown; & = joins results of further samples; [ ] = remark or other dose.

mol,DENV2 CPE rescue,Casp6 inh,CFTR F508del cor,ERAP1 inh,miR122 inh,SIRT5 inh,ERp5 block
CCC(=O)N1[C@@H]2c3cccc(=O)n3C[C@@H]2[C@@H](CO)[C@@H]1C(=O)NCc1ccccc1F,6.1,-0.3,-2.3,-1.2,5.4[16.7 µM],-2.6,0.7
O=[N+]([O-])c1ccc(-c2cnc(SC(c3ccccc3)c3ccccc3)[nH]2)cc1,18.7,0.0,0.5,1.8,/,-3.1,-3.0
CC1CCCCC1NC(=O)CO/N=C/c1ccc(OC(F)F)cc1 (stereo not given),-0.7,-1.1,2.7,0.5,/,-4.8,1.4
N#C[C@H]1[C@@H](c2ccccc2-c2cccc(F)c2)[C@@H](CO)N1C(=O)C1CCCC1,5.4,-0.1,3.9,-5.5,/,-0.7,-2.5
COCC(=O)N(C)C[C@H]1Oc2cc(C#C[C@@H](C)O)ccc2S(=O)(=O)N([C@H](C)CO)C[C@@H]1C,-0.3,2.2,-0.7,-0.2,-3.3[16.7 µM],0.0,-0.7
COc1ccc(NC(=O)C[C@H]2C(=O)N(c3ccccc3)C[C@@H]2Cc2ccccc2)cc1,17.9,1.9,3.9,3.1,-1.9,-3.6,3.6
O=C(CNc1ccccc1)NN=C1CCCC1,4.0,8.4,1.0,0.8,-4.6,-3.1,-7.6
CCOC(=O)C1=CC[C@H]2c3c(c4ccccc4n3C)C(=O)C1N2C,-3.9,-2.8,-0.2,-0.9,-2.8,0.4,3.2
CC1CCCCN1C(=O)c1cc2ccccc2cc1O (stereo not given),-3.2,0.8,3.2,0.3,/,2.4,4.3
NNC(=O)c1cnn(-c2ccccc2)c1-n1cccc1,0.6,0.6,2.9,-0.6,/,0.7,0.8
CCOc1ccc(OCC(=O)Nc2ccccc2C(F)(F)F)cc1,-5.2,0.9,1.6,-3.0,0.1,-3.5,-10.3
C[C@H]1CN([C@@H](C)CO)S(=O)(=O)c2ccc(C#CC3CC3)cc2O[C@H]1CN(C)C(=O)CC1CC1,14.4,1.5,-0.9,-0.3,-5.8[16.7 µM],-4.8,-9.2
C[C@H]1CN([C@@H](C)CO)S(=O)(=O)c2ccc(C3=CCCC3)cc2O[C@H]1CN(C)Cc1cccnc1,-4.2,-2.9,3.4,-3.4,-33.7[16.7 µM],1.8,-2.9
CCOC(=O)NC(NCc1cccc(C(F)(F)F)c1)(C(F)(F)F)C(F)(F)F,1.0,-0.4,/,-4.6,/,-4.2,0.2
Cc1ccc(C)c(S(=O)(=O)/N=C2\C=C(NS(=O)(=O)c3ccccc3)C(=O)c3ccccc32)c1,5.3,24.6,4.9,0.4,17.3,1.2,2.5
CCOC(=O)c1ccc(CC2SC(N)=NC2=O)cc1 (stereo not given),2.8,3.7,-3.5,3.1,/,-1.0,2.0
COc1ccc(NC(=O)Nc2cccc3c2O[C@H](CN(C)S(=O)(=O)c2cn(C)cn2)[C@@H](C)CN([C@H](C)CO)C3=O)cc1,?,7.0&-1.0,-1.5&1.5,2.7&-5.3,6.6[16.7 µM],7.8,-2.8&-9.6
CN(CCOc1ccccc1)CC(=O)Nc1cc([N+](=O)[O-])ccc1Cl,-2.9,1.2,0.6,0.6,/,-0.3,1.1
CCc1nnc(NS(=O)(=O)c2ccc(N/C=C\C(=O)c3ccc4ccccc4c3)cc2)s1,-20.9,-2.1,-3.3,-4.4,0.2,0.5,7.8
COc1cccc(OC)c1C(=O)OCC(=O)NCC(C)C,-1.4,-1.2,1.1,0.5,/,-3.0,-1.1
C[C@H](CO)N1C[C@H](C)[C@@H](CN(C)Cc2ccc(Oc3ccccc3)cc2)Oc2ccc(NC(=O)Cn3cnnn3)cc2C1=O,-1.3&0.0,-0.1&1.7,-1.8&1.4,2.4&2.4,-4.5[16.7 µM],5.0&-2.0,-0.4&5.2
C/C(=C\C1CCCCC1)C(NC(=O)c1ccc(C(F)(F)F)cc1)c1ccc(-c2ccccc2)cc1 (stereo not given),-2.5,-2.0,-0.1,4.3,/,7.6,-5.0
O=C(Nc1ccc(C(=O)N2CCOCC2)cc1)C1CCCC1,12.4,/,-4.5,-6.3,-1.5,-2.4,4.0
COc1ccccc1NS(=O)(=O)c1cccc2cccnc12,-12.1,1.9,0.3,/,16.4,/,-1.5
COc1ccccc1CC(=O)Nc1ccc(C(=O)N2CCCCC2)cc1,-3.8,0.3,0.5,-7.0,-6.6,-0.3,3.2
CC(C)(C)c1ccc(C#C[C@@H]2C=C[C@@H](O)[C@@H](COC(=O)NCc3ccccc3)O2)cc1,-7.1,-5.3,1.8,-0.8,/,/,-2.5
Cc1noc(C)c1NC(=O)N[C@H]1CC[C@H](CC(=O)N2CCCCC2)O[C@H]1CO,13.6,-0.6,-4.9,-0.6,/,-1.5,-1.1
COc1ccccc1C1CCN(C(=O)c2ccco2)CC1,-5.3,3.6,-1.1,-2.1,5.0,4.0,3.4
COc1cc2[nH]c(=S)nc(NCc3ccccc3)c2cc1OC,-5.7,3.4,2.0,-1.0,45.6,-2.0,1.8
CC(C)CNCC1OCc2ccccc2CO1,-1.9,-3.0,-1.9,/,3.6,-1.8,0.9
Cc1ccc(-c2noc(CN(C)C(=O)Nc3ccc(F)cc3)n2)cc1,0.3,1.7,/,-1.7,/,-1.3,1.5
CCN(CC(=O)NC(C)C)C(=O)C(CCSC)NC(=O)c1ccccc1OC (stereo not given),13.8,4.4,0.1,-3.7,/,-3.4,5.4
CN(Cc1ccccc1)C(=O)c1ccc(NC(=O)Cc2ccc(NC(=O)C3CCN(C(=O)c4ccccc4)CC3)cc2)cc1,?,/,-0.7,1.4,0.5,-3.4,-1.9
COCCn1c(/C=C/c2ccccc2)nc2ccccc21,/,1.8,-0.6,3.7,/,-1.6,-2.4
O=C(CCl)NCc1cc(-c2ccc(Cl)cc2)no1,16.0,-1.7,-5.5,2.4,/,0.0,2.8
CC1(c2ccc(OC(F)F)cc2)NC(=O)N(CC(=O)Nc2cccc(F)c2)C1=O (stereo not given),-4.7,-1.6,-3.6,2.6,/,-0.1,-1.9
Cc1noc(C)c1NC(=O)Nc1ccc2c(c1)CC(=O)N([C@@H](C)CO)C[C@@H](C)[C@@H](CN(C)C(=O)Nc1ccccc1)O2,-7.7,-4.6,-2.3,2.5,2.0[16.7 µM],-6.7,-10.8
Cc1ccc2c(CN(C)Cc3cccc(F)c3)cc(=O)oc2c1C,6.4,-0.1,6.7,0.1,-8.4,-2.2,-5.8
O=C(N/N=C/c1ccc(O)cc1)c1cc(-c2ccc3c(c2)OCO3)n[nH]1,-2.7,0.4,-1.7,7.1,1.0,-1.4,1.9
C=C1C(=O)O[C@@H]2[C@H]1CC[C@H](C)[C@]1(O)CCC(=O)[C@@]21C,3.3,1.9,-4.1,-1.6,/,-1.3,3.5
COc1ccccc1C(=O)C1CCCN(C(=O)C2CCCC2)C1 (stereo not given),/,-4.5,-1.5,3.0,-7.4,-2.7,2.3
COc1cc(F)ccc1-c1csc(C(NC(C)=O)c2ccccc2)n1 (stereo not given),-0.6,3.7,2.9,3.6,-2.9,-2.4,-3.3
COc1ccc2c3c(n(C)c2c1)[C@H](CO)NCC31CCN(C(=O)c2ccc(F)cc2)CC1,-3.0,2.0,0.0,0.7,/,-5.7,4.9
O=c1oc2ccccc2c(Nc2ccc3ncccc3c2)c1[N+](=O)[O-],-4.1,7.4,/,5.4,/,5.1,4.1
CCN(C(=O)CSc1nnc(-c2cccs2)o1)C1CCS(=O)(=O)C1 (stereo not given),3.1,1.4,3.4,4.3,-0.8,-3.4,3.3
O=S(=O)(/C=C/c1ccccc1)N1CCc2ccccc2C1,9.3,-4.2,0.4,-3.3,/,-2.1,2.2
C[C@@H]1CNC(=O)c2c(C(=O)NC3CCN(C(=O)OC(C)(C)C)CC3)ncn21,-10.2,-3.1,-2.9,-1.1,-1.4,-1.2,5.5
Cc1noc(C)c1S(=O)(=O)N(C)C[C@H]1Oc2ccc(NC(=O)Cc3cn(C)c4ccccc34)cc2CC(=O)N([C@@H](C)CO)C[C@H]1C,14.3,0.1,-1.3,-1.1,-7.3[16.7 µM],3.7,2.1

The closing 3 records of the part before open the next one:
mol,DENV2 CPE rescue,Casp6 inh,CFTR F508del cor,ERAP1 inh,miR122 inh,SIRT5 inh,ERp5 block
O=S(=O)(/C=C/c1ccccc1)N1CCc2ccccc2C1,9.3,-4.2,0.4,-3.3,/,-2.1,2.2
C[C@@H]1CNC(=O)c2c(C(=O)NC3CCN(C(=O)OC(C)(C)C)CC3)ncn21,-10.2,-3.1,-2.9,-1.1,-1.4,-1.2,5.5
Cc1noc(C)c1S(=O)(=O)N(C)C[C@H]1Oc2ccc(NC(=O)Cc3cn(C)c4ccccc34)cc2CC(=O)N([C@@H](C)CO)C[C@H]1C,14.3,0.1,-1.3,-1.1,-7.3[16.7 µM],3.7,2.1
COc1ccc(NS(=O)(=O)c2cccc(C(=O)NNC(=O)CNC(=O)c3ccco3)c2)cc1,-3.1,4.4,0.9,1.0,/,-3.0,-1.5
O=C(CN1C(=O)NC2(CCCCCC2)C1=O)NC1CC1,0.1,2.1,-3.0,5.6,0.5,-1.9,3.3
CN1c2ccc(Br)cc2[C@@H]2[C@@H](CCN2C(=O)C2CCC2)[C@@H]1CO,7.4,0.8,2.4,-1.0,/,2.4,-0.2
N#C[C@@H]1[C@@H](c2ccccc2-c2ccccc2F)[C@@H](CO)N1C(=O)C1CC1,3.4,1.2,5.1,0.4,/,-1.9,-0.3
CC(C)C[C@@H](CN1CCC[C@@H]1CN1C(=S)NC[C@@H]1Cc1ccccc1)N1C[C@H](Cc2ccc(O)cc2)N(CC2CCCCCC2)C1=S,-10.5,-1.2,3.2,/,-1.7,-2.4,-3.6
CN(C)S(=O)(=O)N1CCC(n2nccc2NC(=O)CCCc2ccccc2)CC1,4.3,-1.6,-1.9,1.1,-8.1,-1.3,-1.4
O=C([C@@H]1[C@@H](CO)[C@@H]2Cn3c(cccc3=O)[C@H]1N2Cc1cccc(Cl)c1)N1CCOCC1,5.0,-2.9,/,-3.2,/,3.4,1.2
C[C@H]1CN([C@@H](C)CO)C(=O)CCCn2cc(nn2)CO[C@H]1CN(C)S(=O)(=O)c1cccs1,?,-0.6,0.5,-1.1,-7.0[16.7 µM],-1.3,-0.5
CCN(CC)C(=O)c1ccccc1NC(=O)CN1C(=O)c2ccccc2S1(=O)=O,3.3,2.8,-0.4,4.3,-7.2,-1.0,-1.0
O=C(Cc1c[nH]c2ccccc12)Nc1ccc(Nc2cccnc2)c(-c2ccc(Cl)c(Cl)c2)c1,12.4,2.6,0.4,-4.2,/,/,5.4
COc1cccc(N2C(=O)CC(N3CCN(S(=O)(=O)c4ccccc4[N+](=O)[O-])CC3)C2=O)c1 (stereo not given),8.0,0.8,-2.3,0.5,-5.1,-1.9,-7.5
Cc1onc(-c2ccccc2Cl)c1C(=O)N[C@@H](C)c1ccccc1,3.0,-6.4,-0.2,-2.9,1.3,0.7,3.7
Cc1nc(C)c(C(=O)NNS(=O)(=O)c2ccc([N+](=O)[O-])cc2)s1,-1.4,2.4,2.9,-1.2,/,-4.3,2.8
COc1ccc(C#Cc2ccc([C@H]3[C@H](CO)N4C(=O)CN(C(=O)C5CCOCC5)C[C@@H]34)cc2)cc1,-7.3,0.7,0.0,0.0,/,-5.9,-1.8
COCCNC(=O)CN(C(=O)Cn1nnc2ccccc21)c1cc(C)cc(C)c1,-3.4,-5.0,1.6,-1.4,/,9.9,-7.7
O=S(=O)(NCc1csc(-c2cccs2)n1)c1cccs1,-3.1,6.4,/,4.1,/,-22.7,4.4
Cc1ccc2c(c1)C(=O)C(=O)N2Cc1ccccc1,-9.1,4.5,2.9,/,-2.7,/,-1.6
O=C(C(=O)N1CCN(S(=O)(=O)c2ccc(F)cc2)CC1)c1cccc(C(F)(F)F)c1,6.2,2.8,0.0,2.3,/,/,1.7

Bioassay records as filed in PubChem BioAssay.
